Source: PubChem
Bim-Bcl-B – inhibitors of Bim-Bcl-B interaction, human. inhibition, % at 10 µM. bead-based flow cytometry, Bim peptide-Bcl-B binding. 190,000 tested, 0.073% active. AID 951;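 further: 0% = tracer peptide without compound and 100% = reference inhibitor peptide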
RGS7-Gao – human RGS7-Galphao interaction regulation; P09471; binding response (% of control), % at 10 µM; AID 1439; 220,000 tested, 0.35% active; Multiplexed bead flow cytometry, RGS7-Galphao binding; actives lie on both sides; in the data active means binding response below about 49% or above about 150%; inconclusive means no clear call, values can overlap the other calls; inactive means in between;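 further: fluorescent Galphao held in activated GDP-AlF4 state binding bead-coupled RGS7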
Bim-Bcl-2 – human Bim-Bcl-2 interaction inhibition; P10415; Bead-based flow cytometry, Bim peptide-Bcl-2 binding; inhibition, % at 10 µM; 190,000 tested, 0.06% active; in the data active means inhibition above about 40%; inconclusive means no clear call, values can overlap the other calls;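 further: 0% = no compound wells with probe peptide and 100% = reference peptide inhibitor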
Target sequence (P10415 whole entry, looked up): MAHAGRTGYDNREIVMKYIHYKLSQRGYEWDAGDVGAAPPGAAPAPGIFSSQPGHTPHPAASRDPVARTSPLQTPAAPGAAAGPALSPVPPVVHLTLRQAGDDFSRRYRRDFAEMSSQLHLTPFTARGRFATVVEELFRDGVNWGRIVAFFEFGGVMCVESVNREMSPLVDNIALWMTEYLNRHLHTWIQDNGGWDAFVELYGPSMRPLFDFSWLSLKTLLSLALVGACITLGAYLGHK
GSH fluor – GSH bead compound fluorescence profile; GSH beads flow cytometry, compound fluorescence 488/530 nm; stronger effect = higher value; fluorescence (KMESF) at 10 µM; 190,000 tested, 0.25% active; in the data active means fluorescence above about 89;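 further: glutathione beads carrying GST-tagged Bcl family fusion proteins plus one bare bead set; values are compound well signal with DMSO vehicle wells as background; inactives centre near 16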
ABCB1 inh – inhibitors of human ABCB1 transporter, ABCG2 counter-screen | P08183 | CCRF-Adr cells, JC-1 efflux, flow cytometry | inhibition, % at 6.6 µM | 190,000 tested, 0.067% active; in the data active means inhibition above about 40%;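 further: 0% = vehicle and 100% = reference inhibitor; higher value means more JC-1 retained so stronger ABCB1 efflux block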
ABCG2 block – blocks JC-1 efflux by human ABCG2 transporter. inhibition, % at 6.6 µM. AID 1325. Q9UNQ0. 190,000 tested, 0.1% active. IgMXP3 cells, flow cytometry;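 active means inhibition above 80%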;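 further: 0% = DMSO and 100% = nicardipine control wells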
Target sequence (Q9UNQ0 whole entry, looked up): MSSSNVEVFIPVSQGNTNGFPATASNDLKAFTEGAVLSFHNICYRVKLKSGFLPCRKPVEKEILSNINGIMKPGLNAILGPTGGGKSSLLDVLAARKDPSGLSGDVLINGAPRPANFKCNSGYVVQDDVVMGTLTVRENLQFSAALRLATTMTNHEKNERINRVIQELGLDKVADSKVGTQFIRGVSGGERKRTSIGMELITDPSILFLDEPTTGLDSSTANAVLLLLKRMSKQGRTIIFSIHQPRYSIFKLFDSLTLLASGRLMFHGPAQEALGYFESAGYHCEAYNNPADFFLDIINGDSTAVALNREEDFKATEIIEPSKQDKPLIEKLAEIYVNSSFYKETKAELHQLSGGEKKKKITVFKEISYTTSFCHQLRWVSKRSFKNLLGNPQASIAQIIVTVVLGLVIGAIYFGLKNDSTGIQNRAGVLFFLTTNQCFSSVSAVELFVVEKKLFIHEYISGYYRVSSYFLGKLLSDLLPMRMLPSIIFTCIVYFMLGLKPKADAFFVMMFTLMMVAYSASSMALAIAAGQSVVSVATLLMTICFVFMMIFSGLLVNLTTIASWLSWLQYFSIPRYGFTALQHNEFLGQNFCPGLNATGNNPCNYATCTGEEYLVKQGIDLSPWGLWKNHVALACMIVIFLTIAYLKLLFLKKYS
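Test system: IgMXP3 cells (ABCG2) mixed with DDAO far-red-labelled CCRF-Adr cells (ABCB1). Reagent: JC-1 transporter substrate. Compound dosing: single test compound dose, 6.6 µM final. Times: 10 min compound exposure, 25 °C. Detection: flow cytometry of retained JC-1 fluorescence. Read-out basis: efflux inhibition in percent versus controls. Controls: nicardipine and DMSO wells.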
Bim-Bcl-XL – disrupts Bim peptide binding to human Bcl-XL | bead flow cytometry, fluorescence | AID 1007 | 190,000 tested, 0.04% active | Q07817 | inhibition, % at 10 µM
Bcl-W Bim block – inhibitors of Bim-Bcl-W interaction, human. inhibition, % at 10 µM. 190,000 tested, 0.02% active. bead-based flow cytometry, Bim peptide-Bcl-W binding. Q92843;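 further: 0% = bound tracer without compound and 100% = peptide blocker; higher means less fluorescent Bim peptide bound to Bcl-W beads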
Target sequence (Q92843 whole entry, looked up): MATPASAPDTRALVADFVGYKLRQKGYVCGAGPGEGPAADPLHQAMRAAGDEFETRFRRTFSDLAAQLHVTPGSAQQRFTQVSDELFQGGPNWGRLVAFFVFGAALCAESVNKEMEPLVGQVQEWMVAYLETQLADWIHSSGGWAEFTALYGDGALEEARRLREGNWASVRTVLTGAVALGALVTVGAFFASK
RGS8-Gao reg – human RGS8-Galphao interaction regulation | multiplexed bead flow cytometry, RGS8-Galphao binding; actives lie on both sides | response (percent of control binding), % at 10 µM | 220,000 tested, 0.34% active; in the data active means response below about 60% or above about 140%; inactive means in between;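 further: Galphao activated as the GDP aluminium fluoride complex binding bead-coupled RGS8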
RGS4-Gao reg – modulates binding of RGS4 to human Galphao; P09471; Multiplexed bead flow cytometry; actives lie on both sides; binding response (% of control), % at 10 µM; 220,000 tested, 0.33% active; AID 1415; in the data active means binding response below about 49% or above about 150%; inactive means in between;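 further: fluorescent Galphao activated with aluminum fluoride binding bead-coupled RGS4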
Bfl-1 Bim block – human Bim-Bfl-1 interaction inhibition; Bead-based flow cytometry, Bim-Bfl-1 binding inhibition; 190,000 tested, 0.12% active; inhibition, % at 10 µM;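 further: 0% = wells without compound plus tracer and 100% = blocker peptide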
Active calls of the source: *; ? = inconclusive; nt = not tested or not shown. Unless noted, no stated cut-off is given here; in the data, active means inhibition above about 40%.

SMILES	Bim-Bcl-B	RGS7-Gao	Bim-Bcl-2	GSH fluor	ABCB1 inh	ABCG2 block	Bim-Bcl-XL	Bcl-W Bim block	RGS8-Gao reg	RGS4-Gao reg	Bfl-1 Bim block
Cn1c(SCc2nnc(-c3ccc(F)cc3)o2)nnc1C1COc2ccccc2O1 (stereo not drawn)	-1	100	-3	20	0.6	3	0	0	104	102	-1
CC(=O)c1sc2nc(-c3cccs3)cc(C(F)(F)F)c2c1N	3	100	0	28	11	42	1	2	98	95	-1
Cc1ccc(S(=O)(=O)NCC(=O)OCc2nnc(-c3ccccc3)o2)cc1C	-11	99	-12	26	-0.1	4	-9	-3	103	104	-21
O=C(NN1C(=O)c2ccccc2NC1c1ccco1)c1ccc([N+](=O)[O-])cc1 (stereo not drawn)	-6	102	-1	9	0.2	3	-10	-6	103	100	-4
O=C(CSCc1cccc(Cl)c1)N1CCN(Cc2ccc3c(c2)OCO3)CC1	-7	100	-10	49	0.2	0	-7	3	100	102	-10
Cc1ccc(C(=O)NC(=S)Nc2ccc(N3CCOCC3)cc2)cc1C	-3	89	-3	8	0.3	20	-1	-2	96	94	-1
COc1ccc(/C=C(\NC(=O)c2cccs2)C(=O)Nc2ccccc2C)cc1OC	-11	99	-2	10	0.0	1	-9	-8	94	97	-1
CC(C)Cn1c(SCC(=O)NCc2ccco2)nnc1-c1ccncc1	-3	92	-2	15	0.1	0	3	1	99	95	-5
CC(C)n1nnnc1SCC(=O)c1ccc2c(c1)OCCO2	-11	101	-7	37	-1.3	23	-9	0	101	99	-19
O=C(c1ccc(S(=O)(=O)N2CCOCC2)cc1)N1CCOCC1	-3	96	0	9	1.1	-5	0	1	100	96	-3
O=C(c1cc([N+](=O)[O-])cc([N+](=O)[O-])c1)N1CCN(Cc2ccc3c(c2)OCO3)CC1	-6	104	-1	13	0.2	1	-2	1	103	104	-1
Cc1cccc(C)c1NC(=O)C(NC=O)c1ccc(N(C)C)cc1 (stereo not drawn)	-8	97	-6	33	0.7	2	-8	1	99	102	-8
CCCCCOc1ccc(NC(=O)c2cc(SC)ccc2Cl)cc1	-7	104	-4	11	-0.8	0	-4	-4	102	106	-2
CC(C)C(NC(=O)Cc1ccccc1[N+](=O)[O-])C(C)C	-6	107	-2	14	0.1	0	-4	-4	105	107	-1
CCOC(=O)c1ccc(NC(=S)NCC(O)c2ccccc2)cc1 (stereo not drawn)	-3	102	-5	12	0.5	4	-2	-3	103	99	-2
COC(c1ccccc1)c1nnc(CCC(=O)NC2CCCCC2)o1 (stereo not drawn)	-6	101	-6	16	0.1	1	-4	-4	103	105	-8
CCCOc1cccc(C(=O)Nc2cccnc2)c1	-9	104	-4	17	0.5	3	-5	-1	100	99	-10
Cc1nc2cc(-n3ccc(=O)cc3)ccc2n1-c1ccccc1	-6	104	-5	60	1.1	4	-2	5	105	101	-13
COCON1C(=O)CN(C(C)=O)C1c1ccc(Cl)cc1Cl (stereo not drawn)	1	95	0	16	0.7	2	0	1	97	97	0
CCOc1ccc(N2C(=O)CC(n3ccc(C)n3)C2=O)cc1 (stereo not drawn)	nt	102	?	43	0.3	1	nt	nt	101	104	nt
CSc1nc2cc3c(cc2n1C(=O)c1ccc(C)cc1)OCCO3	-9	99	-14	25	1.3	56	-8	0	98	102	-19
COc1cc2c(cc1OC)C(c1ccco1)CC(=O)N2 (stereo not drawn)	-5	100	-11	13	0.1	2	-6	-5	103	102	-8
CCn1c(SCC(=O)OC2CCCCC2)nc2ccccc2c1=O	1	105	0	20	0.4	1	0	0	101	103	1
CC(=O)c1c(C)nc(C)nc1NC(=O)Cc1ccccc1	-6	100	-9	22	0.7	4	-4	0	101	101	-21
CCCOC(=O)CSC1=C(C#N)C(c2ccccc2OCC)C(C#N)C(=O)N1 (stereo not drawn)	1	101	2	17	1.5	11	-2	0	100	99	1

Limited to RGS7-Gao and Bim-Bcl-XL, for some of the entries so far:
molecule | RGS7-Gao | Bim-Bcl-XL
CCOc1ccc(N2C(=O)CC(n3ccc(C)n3)C2=O)cc1 (stereo not drawn) | 102 | nt
CCCCCOc1ccc(NC(=O)c2cc(SC)ccc2Cl)cc1 | 104 | -4
CSc1nc2cc3c(cc2n1C(=O)c1ccc(C)cc1)OCCO3 | 99 | -8

Reprinted at random: 3 entries already listed
SMILES	Bim-Bcl-B	RGS7-Gao	Bim-Bcl-2	GSH fluor	ABCB1 inh	ABCG2 block	Bim-Bcl-XL	Bcl-W Bim block	RGS8-Gao reg	RGS4-Gao reg	Bfl-1 Bim block
COc1cc2c(cc1OC)C(c1ccco1)CC(=O)N2 (stereo not drawn)	-5	100	-11	13	0.1	2	-6	-5	103	102	-8
CCOc1ccc(N2C(=O)CC(n3ccc(C)n3)C2=O)cc1 (stereo not drawn)	nt	102	?	43	0.3	1	nt	nt	101	104	nt
CCCOC(=O)CSC1=C(C#N)C(c2ccccc2OCC)C(C#N)C(=O)N1 (stereo not drawn)	1	101	2	17	1.5	11	-2	0	100	99	1

(next part)
SMILES	Bim-Bcl-B	RGS7-Gao	Bim-Bcl-2	GSH fluor	ABCB1 inh	ABCG2 block	Bim-Bcl-XL	Bcl-W Bim block	RGS8-Gao reg	RGS4-Gao reg	Bfl-1 Bim block
CCC(C)(C)n1nnnc1C(c1ccc(O)c(OC)c1)N1CCN(c2nc3ccccc3s2)CC1 (stereo not drawn)	0	95	-1	55	0.4	-5	-2	-4	94	96	-5
O=C1CCCCC1c1cccc2ccccc12 (stereo not drawn)	-5	93	0	12	nt	0	-2	-1	83	91	0
Cn1c(=O)n(CCCOc2ccc(Cl)cc2)c2ccccc21	0	102	-2	30	0.5	5	-1	-1	102	101	0
S=C(Nc1ccccc1)N1CCN(C(=S)c2ccccc2)CC1	-18	106	-3	12	0.0	2	-5	-1	100	99	-2
COc1ccc(S(=O)(=O)Nc2ccc(Oc3ncccn3)c(Cl)c2)cc1	-3	104	4	4	-0.2	0	3	6	99	104	1
O=C(NCc1ccccc1)Nc1cccn(Cc2ccc(F)cc2)c1=O	-4	100	-2	7	0.2	1	-3	-2	99	101	0
O=C(CN1CCN(Cc2ccccc2)CC1)Nc1cccc(C(F)(F)F)c1	-5	96	-7	14	0.1	-2	1	5	104	103	-4
CCOc1ccc(-n2cnnn2)cc1S(=O)(=O)N1CCC(C)CC1C (stereo not drawn)	-4	?	0	13	-0.2	1	-5	-5	98	99	-4
CC(C)N1CCN(Cc2ccsc2)CC1CCO (stereo not drawn)	-3	99	0	27	0.9	2	-2	2	105	99	-8
Cn1c(CS/C(N)=N/N=C/c2ccccc2)c(Br)c(=O)n1-c1ccccc1	-1	107	0	18	0.0	1	0	0	103	100	1
CCn1cc([N+](=O)[O-])c(C(=O)N2CCN(C(=O)c3ccco3)CC2)n1	0	99	3	6	0.7	2	0	0	84	93	-1
CCN1C(=O)/C(=C\N(C)C)NC1=S	-8	109	-8	9	0.1	1	-6	-5	107	114	-10
O=C(Nc1ccc(Cl)cc1Cl)C1CCC(=O)N1Cc1ccccc1Cl (stereo not drawn)	-2	98	1	12	0.6	2	-3	0	101	101	-2
CCn1cc(C(=O)N2CCc3ccccc32)c(=O)c2cc(S(=O)(=O)N3CCCCCC3)ccc21	0	102	0	12	0.4	3	1	1	109	103	0
Cc1nnc(SCC(=O)Nc2nsc(-c3ccc(C(C)(C)C)cc3)n2)s1	-3	103	-2	24	1.1	1	-3	-3	103	104	-1
COc1ccccc1C(=O)Nc1ccc2c(c1)nc1n2CCN(Cc2ccccc2)C1	-2	104	-1	23	2.9	3	-4	0	99	102	-7
Cc1ccccc1Nc1c([N+](=O)[O-])ccc2c1=NC1(CCCCC1)N=2	0	111	0	11	2.4	6	-1	-1	102	102	-1
C=CC[N+](C)(C)C/C(Cl)=C(\Cl)c1ccccc1	-7	109	-5	31	0.6	2	2	-1	102	105	-9
CC1OC(Nc2cccc3ccccc23)C(O)C(O)C1O (stereo not drawn)	-4	90	-4	26	0.7	3	-2	-2	97	90	0
Cc1ccc(C(=O)O/N=C2\CCS(=O)(=O)c3sccc32)cc1	0	105	0	18	-0.2	4	0	-1	102	102	1
O=C(COC(=O)/C=C/c1ccc(Cl)cc1)NCCC1=CCCCC1	-4	100	0	6	0.0	2	-7	-3	102	100	0
CCn1c2c(c(C)cc1=O)C(=O)CC(C)(C)C2	-2	99	0	5	0.8	2	-1	1	99	100	0
CC(=O)c1cccc(NC(=O)CN(C2CCCCC2)S(C)(=O)=O)c1	-5	103	-7	51	0.4	2	6	2	102	105	-8
CC(C(=O)O)N1C(=O)/C(=C/c2cccn2C)SC1=S (stereo not drawn)	7	96	-3	17	-0.3	-2	0	3	95	99	-2
COc1cnc(SCc2ccc(Cl)c(Cl)c2)nc1Cl	-2	101	-2	40	1.0	10	2	1	99	97	-8

(listing goes on)
SMILES	Bim-Bcl-B	RGS7-Gao	Bim-Bcl-2	GSH fluor	ABCB1 inh	ABCG2 block	Bim-Bcl-XL	Bcl-W Bim block	RGS8-Gao reg	RGS4-Gao reg	Bfl-1 Bim block
S=C(NCC1CCCO1)N1CCN(c2ccc(Cl)c(Cl)c2)CC1 (stereo not drawn)	-10	91	-5	12	1.8	36	-1	-1	97	102	-1
Cn1c(SCC(=O)Nc2cccc(S(=O)(=O)NC3=NCCCCC3)c2)nnc1-c1ccncc1	-4	93	-2	15	0.2	6	-4	-4	96	94	-5
C=CCNC(=O)C1CC(c2cccc(OC)c2)=NO1 (stereo not drawn)	-9	105	-6	41	-1.2	-1	-14	-2	101	105	-5
N=c1c2c3c(sc2ncn1Cc1ccco1)CCCCC3	-5	114	0	12	0.0	-3	-11	-8	128	115	-2
O=C(COC(=O)/C=C/c1cccc(C(F)(F)F)c1)NCc1ccc(F)cc1	-5	100	-2	5	0.1	0	0	0	100	99	1
O=C(CNS(=O)(=O)c1ccc(Br)s1)NC1CCCc2ccccc21 (stereo not drawn)	-2	99	-2	26	0.9	7	-5	-3	101	96	0
COc1ccccc1CNC(=O)CSc1cc(=O)n(C)c2ccccc12	-7	99	-7	18	1.2	5	0	4	99	101	-6
O=C(Nc1ccc2c(c1)CCC2)c1cc2ccccc2o1	-9	108	-7	29	0.8	4	-11	-1	103	104	-12
O=C(Cc1ccc(Cl)c(Cl)c1)Nc1cccc2ncccc12	0	100	0	27	0.3	2	2	1	102	100	0
CN(C)c1cc[n+](CC(=O)Nc2c(Cl)cc(Cl)cc2Cl)cc1	0	105	-9	14	2.9	6	0	-1	103	100	-7
CCOC(=O)c1[nH]c2c(c1C)C(=O)CC(c1ccc(OCC)c(OC)c1)C2 (stereo not drawn)	-4	103	-6	36	0.4	17	-4	0	103	102	-10
CCc1ccc(-n2nnnc2SCC(=O)NNC(=O)c2ccco2)cc1	0	101	-2	30	-0.2	2	-2	-1	100	99	-4
O=C(Nc1ccc(S(=O)(=O)N2CCCC2)cc1)c1ccc(CN2CCc3ccccc3C2)cc1	-8	103	-11	19	0.7	4	-14	-7	113	105	-9
OCCN(CC(O)COc1ccccc1)CC(O)Cn1ccc2ccccc21 (stereo not drawn)	-10	104	-5	16	0.5	1	-8	-3	100	103	-9
O=C(COc1ccccc1F)N1c2ccccc2CCc2ccccc21	8	83	10	11	3.5	-1	17	12	79	86	20
O=S1(=O)NC(=NCCc2ccccn2)c2ccccc21	-7	?	-5	13	0.4	14	-1	-5	97	98	-6
CCOC(=O)CSc1nc2ccccc2n1CC(=O)N1CCN(c2ccccc2)CC1	-5	100	-2	19	2.8	21	-3	-1	102	99	-12
